# Screens as filed in PubChem BioAssay.
# EPAC2 agonist: qHTS for Agonist of cAMP-regulated guanine nucleotide exchange factor 4 (EPAC2): primary screen; Rap guanine nucleotide exchange factor 4 (Homo sapiens), Q8WZA2; EPAC2 activation, biochemical qHTS; response scale: 100% = 6.5 mM cAMP response; Potency, µM (highest dose often 154 µM), for inactives: at the highest dose activation, hits mostly activators; 360,000 compounds, 0.079% hits; note: potency is the fitted concentration of half-maximal effect; nearly all actives have a fitted effect of over 50% in size
# Target sequence (Q8WZA2 whole entry, looked up): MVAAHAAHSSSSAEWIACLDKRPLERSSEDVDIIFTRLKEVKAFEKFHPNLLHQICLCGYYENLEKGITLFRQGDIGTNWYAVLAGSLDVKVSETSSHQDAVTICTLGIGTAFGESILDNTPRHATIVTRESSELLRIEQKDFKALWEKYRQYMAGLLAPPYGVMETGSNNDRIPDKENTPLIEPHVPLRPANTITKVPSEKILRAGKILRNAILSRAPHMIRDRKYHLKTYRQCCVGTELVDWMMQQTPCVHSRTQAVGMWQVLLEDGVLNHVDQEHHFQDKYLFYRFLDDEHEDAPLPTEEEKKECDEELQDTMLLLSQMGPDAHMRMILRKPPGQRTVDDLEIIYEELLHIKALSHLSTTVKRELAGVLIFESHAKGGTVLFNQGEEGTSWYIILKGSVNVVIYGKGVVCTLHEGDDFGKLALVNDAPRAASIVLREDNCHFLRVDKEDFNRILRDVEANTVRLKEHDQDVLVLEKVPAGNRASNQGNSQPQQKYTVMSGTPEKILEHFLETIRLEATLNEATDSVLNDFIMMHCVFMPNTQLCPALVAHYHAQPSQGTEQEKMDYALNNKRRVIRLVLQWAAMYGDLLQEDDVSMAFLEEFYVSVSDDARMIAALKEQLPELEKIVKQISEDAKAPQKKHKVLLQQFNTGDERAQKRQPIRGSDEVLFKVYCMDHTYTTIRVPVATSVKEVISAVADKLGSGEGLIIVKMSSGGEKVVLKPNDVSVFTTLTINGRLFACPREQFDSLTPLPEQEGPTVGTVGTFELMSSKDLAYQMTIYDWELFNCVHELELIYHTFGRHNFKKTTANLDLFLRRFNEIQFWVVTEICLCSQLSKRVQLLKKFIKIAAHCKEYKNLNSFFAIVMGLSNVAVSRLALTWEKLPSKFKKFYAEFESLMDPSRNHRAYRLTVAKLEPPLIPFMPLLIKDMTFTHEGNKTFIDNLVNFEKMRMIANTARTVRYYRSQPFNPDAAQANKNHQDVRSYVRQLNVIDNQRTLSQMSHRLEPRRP
#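 Nucleotide exchange monitored as fluorescence drop when BODIPY-GDP leaves Rap1B. Reaction: 100 nM EPAC2, 250 nM RAP1B-BODIPY-GDP, 50 uM GDP, room temperature, kinetic read over 30 min. Activity expressed relative to 6.5 mM cAMP.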
# TGFb SMAD3 inh: qHTS for Inhibitors of TGF-b; HepG2 CAGA-GFP TGF-b/SMAD3 reporter, GFP fluorescence, 18 h; TGF-beta stimulated, 500 pg/mL final; 410,000 compounds, 1.2% hits; Potency, µM (highest dose often 46.1 µM), for inactives: top-dose activity, negative = inhibition, hits mostly inhibitors; AID 588855, 2011; note: potency is the fitted concentration of half-maximal effect; % is set by controls: 0 for no effect and ±100 for the full control effect; nearly all actives have a fitted effect of over 65% in size
#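 Cell-based qHTS in HEPG2 carrying a CAGA-GFP Smad reporter; compounds added before 500 pg/mL final TGF-beta, 18 h incubation at 37 degrees C, GFP fluorescence quantified per cell by imaging cytometry.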
# A549 tox: Nrf2 qHTS screen for inhibitors: counterscreen for cytotoxicity | AID 504648, 2011 | Potency, µM (top dose mostly 46 µM), for inactives: top-dose activity change, negative = cytotoxicity, actives largely listed as inhibitors | A549 ARE-Fluc cells, CellTiter-Fluor viability, 18-24 h | 390,000 compounds, 0.16% hits; note: potency is the fitted concentration of half-maximal effect; % is set by controls: 0 for no effect and ±100 for the full control effect
#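 A549 ARE-Fluc cells in 5% FBS OPTI-MEM, 5000 cells/well, rested 2 h then exposed to compounds in concentration-response for 18-24 h at 37 °C. Viability by CellTiter-Fluor fluorescence (Ex 405/Em 525) after 30 min; luciferase luminescence (BugLite, 15 min, RT) read afterwards.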
# ATXN2 expr inh: Primary qHTS for Inhibitors of ATXN expression; HEK-293 ATXN2-luciferase reporter, luminescence, 24 h; Potency, µM (titrated, usually from 57 µM), inactives show top-dose activity change, negative = inhibition, usual class: inhibitors; 360,000 compounds, 0.72% hits; note: potency is the fitted concentration of half-maximal effect; % is set by controls: 0 for no effect and ±100 for the full control effect; nearly all actives have a fitted effect of over 55% in size
#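 ATXN2-luciferase reporter cells (luciferase flanked by upstream and downstream ATXN2 gene portions) were treated 24 h at 37 °C with compounds at up to 57 uM. SteadyGlo luminescence gave expression; GF-AFC fluorescence gave viability.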
# S2 tox: Viability Counterscreen for Primary qHTS for Inhibitors of ATXN expression; Potency, µM (top dose mostly 56.7 µM), actives largely listed as cytotoxic; 400,000 compounds, 0.49% hits; S2 cells (HEK-293 line with an ATXN2-luciferase reporter) viability, CellTiter-Fluor protease fluorescence, 24 h; note: potency is the fitted concentration of half-maximal effect; nearly all actives have a fitted effect of over 40% in size
# Nrf2 inh: Nrf2 qHTS screen for inhibitors. 360,000 compounds, 2.1% hits. A549 ARE-Fluc reporter, luciferase luminescence, 18-24 h. Potency, µM (series often up to 46 µM), inactives show at the highest dose activity change, negative = inhibition, most hits filed as inhibitors; note: potency is the fitted concentration of half-maximal effect; % is set by controls: 0 for no effect and ±100 for the full control effect; nearly all actives have a fitted effect of over 60% in size
#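 Cells were seeded and rested 2 h, then exposed to compounds for 18-24 h. CellTiter-Fluor was read first as a viability measure. BugLite was added 15 min before the final luminescent read of ARE-luciferase activity in A549 cells.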
# HepG2 viability: qHTS for Inhibitors of TGF-b: Cytotox Counterscreen | Potency, µM (doses to about 46.1 µM), without a hit: top-dose activity change, negative = cytotoxicity, actives largely listed as cytotoxic | HepG2 CAGA-GFP viability, ATP luminescence, 18 h | AID 588856, 2011 | 410,000 compounds, 0.76% hits; note: potency is the fitted concentration of half-maximal effect; some results filed as inactive show a strong effect at the top dose
#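 HepG2 CAGA-GFP cells (1000/well, DMEM with 1% FBS) received compound, then TGF-beta at 500 pg/mL final, and were incubated 18 hours at 37 degrees C. Viability was read by CellTiter-Glo luminescence. Media-only wells were set as complete cell-killing and DMSO as no toxicity.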
# Nrf2 ARE act: qHTS of Nrf2 Activators; AREc32 ARE-luciferase reporter (MCF7-derived line), luminescence, 24 h; Potency, µM (highest dose often 46.1 µM), for the others: top-dose activation, actives largely listed as activators; 410,000 compounds, 0.31% hits; note: potency is the fitted concentration of half-maximal effect; % of control where 0% means no effect; nearly all actives have a fitted effect of over 65% in size
#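 Quantitative high-throughput format: AREc32 reporter cells, 1000 per well, received compound by pin transfer and were incubated 24 hr at 37 deg C, 5% CO2, before Steady-Glo luminescence detection.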
# IL2 activator: qHTS of IL-2 Activators; IL-2 activation reporter assay, cell-based qHTS; stimulated with anti-CD3/CD4/CD28 beads; in transgenic mouse T cells; activation, % (series mostly up to about 46 µM); 360,000 compounds, 0.065% hits; AID 652025, 2013; in the data active = activation above about 50%; inconclusive = mostly about 30% to 49%; note: 0% is about no effect
#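 Unstimulated transgenic mouse T cells; 60-min compound exposure; bead-based TCR/CD4/CD28 stimulation; 18 h culture, 37 degrees C; dual fluorescence (EGFP, DsRed) plate cytometry.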
# Active calls of the source: *; i = inactive; u = inconclusive; x = no result given; & = joins results of further samples; [ ] = another dose, or the depositor's remark. Unless noted, calls come from the whole dose curve; as a rule, active = well fitted curve in the direction sought with a large enough effect; inconclusive = small, poorly fitted or top-dose-only effect, or another doubt; inactive = no such curve, though single readings can be large; an effect the other way counts as inactive or inconclusive.
cpd	Compound	EPAC2 agonist	TGFb SMAD3 inh	A549 tox	ATXN2 expr inh	S2 tox
1	Fc1cccc2sc(Nc3nc4cc5c(cc4s3)OCCO5)nc12	-5%	-4%	14%	88%[activator]	i
2	CC1CCCC(NC(=O)COC(=O)C2=COCCO2)C1C (stereo not given)	2%	-4%	x	x	i
3	CCOc1ccc(NCc2cc3cc(OC)ccc3[nH]c2=O)cc1	-8%	2%	-12%	-17%	i
4	CCOc1ccc(NC(=O)c2ccc(NC(=O)COC(=O)c3ccc(NC(=O)CC#N)cc3)cc2)cc1	3%	-14%	-4%	15%	u
5	Cc1cc2c(ccc3[nH]onc32)n1	-9%	u	-10%	-3%	i
6	Cc1ccc(-c2nc3ccccc3n3c(-c4ccccc4)c4c(=O)n(C)c(=O)n(C)c4c23)cc1	x	0%	-5%	3%	i
7	N#CCOC(=O)[C@H](Cc1c[nH]c2ccccc12)NS(=O)(=O)c1ccc(Cl)cc1	-3%	u	-3%	x	i
8	CC(C)CCn1c(=O)c2sccc2n2c(CCCC(=O)NC(C)C)nnc12	x	u	2%	x	x
9	CN(C)C(=O)c1cccc(-c2cccc3nccn23)c1	7%	10%	x	17%	i
10	CC(=O)Nc1ccc(S(=O)(=O)NCCc2cc3ccc(C)c(C)c3[nH]c2=O)cc1	9%	u	-2%	4%	i
11	COc1cc(NS(=O)(=O)c2ccc(N=Cc3c(C)[nH]n(-c4ccccc4)c3=O)cc2)nc(OC)n1	-8%	-2%	0%[1.84 µM]	-6%	i
12	O=C(NCC1CCCO1)c1ccccc1NS(=O)(=O)c1ccc(Br)s1 (stereo not given)	-10%	9%	-2%	-19%	i

cpd	Nrf2 inh	HepG2 viability	Nrf2 ARE act	IL2 activator
1	u	1%	u	-0.6
2	x	-20%	0.0%	-3.3
3	26µM*	-12%	-0.5%	-2.4
4	12%	13%	2.0%	0.1
5	u	-94%	16%	-1.3
6	16%	20%	0.9%	x
7	13%	-104%	6.5%	-0.5
8	1%	-13%	2.8%	x
9	x	6%	-0.4%[9.22 µM]	0.4
10	-1%	2%	-0.4%	1.5
11	-4%	-37%	0.2%	-2.9
12	16%	5%	0.1%	-1.2

# One compound at a time (already shown). Values in the order: EPAC2 agonist | TGFb SMAD3 inh | A549 tox | ATXN2 expr inh | S2 tox | Nrf2 inh | HepG2 viability | Nrf2 ARE act | IL2 activator
# CN(C)C(=O)c1cccc(-c2cccc3nccn23)c1 is listed with 7% | 10% | x | 17% | i | x | 6% | -0.4%[9.22 µM] | 0.4
# COc1cc(NS(=O)(=O)c2ccc(N=Cc3c(C)[nH]n(-c4ccccc4)c3=O)cc2)nc(OC)n1 is listed with -8% | -2% | 0%[1.84 µM] | -6% | i | -4% | -37% | 0.2% | -2.9

# Continued.
cpd	Compound	EPAC2 agonist	TGFb SMAD3 inh	A549 tox	ATXN2 expr inh	S2 tox
13	CCN(CC(=O)Nc1ccccc1C(F)(F)F)C(=O)c1cc(S(=O)(=O)N(C)C)ccc1N1CCCC1	2%	22%	-6%	-1%	i
14	CN(CC(=O)Nc1ccc(F)cc1F)S(=O)(=O)c1ccc(C(=O)N2CCOCC2)s1	x	-4%	1%	-3%	i
15	COc1cc(OC)cc(C(=O)Nc2ccc3c(c2)CCCN3C(=O)c2cccs2)c1	7%	-4%&0%	0%&-11%	-18%&3%	i
16	Cc1cccc(NC(=O)CSc2nnc(-c3ccc(S(=O)(=O)N4CCOCC4)cc3)n2C)c1	3%	-18%	-11%	-18%	i
17	COc1ccc(-c2onc(C)c2C)cc1S(=O)(=O)NCC1CCN(Cc2cc(C)ccc2C)CC1	x	u	-9%	x	x
18	CCOc1cc(CNCc2ccccc2)ccc1OCC(=O)NC1CCCCC1	5%	6%	-13%	-1%	u
19	CC(=O)c1cc2c(cc1NC(=O)CSc1ccc(S(=O)(=O)N(C)C)cn1)OCO2	9%	4%	2%	6%	i
20	O=C(NN=Cc1c(O)ccc2ccccc12)C1CC1	0%	-27%	u	u	u
21	CCOc1ccc(C2=CC(=O)C[C@H](c3ccc(OC)cc3)C2)cc1	18%	-5%	3%	20%	i
22	S=C(NCCc1ccccc1)Nc1ccc(N2CCCCC2)cc1	-1%	u	5%	-15%	i
23	CC(C)c1ccc(OCC(=O)Nc2cc(-c3ccccc3)no2)cc1	x	0%	7%	-20%	i
24	O=C(O)CC12CC3CC(C1)CC(n1ncc(NCc4ccco4)c(Cl)c1=O)(C3)C2	-3%	5%	-1%	-6%	i

cpd	Nrf2 inh	HepG2 viability	Nrf2 ARE act	IL2 activator
13	-18%	14%	0.1%	-3.2
14	x	12%	0.2%	x
15	-7%	-23%&-14%	0.1%&1.6%	-6.4
16	-35%	-2%	-0.7%	-4.4
17	-16%	16µM*	8.9%	x
18	21%	7%	-0.3%	-4.9
19	-27%	-3%	0.0%	-3.0
20	u	-34%	u	-5.7
21	22%	-22%	2.0%	-2.0
22	-15%	-29%	-0.3%	-1.5
23	u	-11%	5.9%	x
24	-6%	-1%	0.1%	0.0

# (list continues)
cpd	Compound	EPAC2 agonist	TGFb SMAD3 inh	A549 tox	ATXN2 expr inh	S2 tox
25	CN(C)C(=O)CN1CCN(Cc2nc(CC3CC3)no2)CC1	3%	u	2%	1%	i
26	O=c1cc2ncc(-n3cc([N+](=O)[O-])cn3)cn2[nH]1	8%	-2%	2%	x	i
27	Cc1cccc(N(CC(=O)NC2CCCC2)C(=O)CCC(=O)Nc2nc(C)cs2)c1	4%	-1%	-1%	-8%	i
28	CN(CC(=O)N1CCCC1)S(=O)(=O)c1cc(Cl)ccc1Cl	5%	15%	6%	0%	i
29	CN(C)S(=O)(=O)c1cc(C(=O)NCC2CCCO2)c(Cl)cc1Cl (stereo not given)	-2%	5%	-3%	-3%	u
30	CCCCOCCCNC(=O)C[C@@H]1C[C@@]2(C(=O)OCC)CCCC=C2N(Cc2ccc(Cl)cc2Cl)C1=O	5%	x	x	u	u
31	COc1cc(/C=C/c2ccc3cccc([N+](=O)[O-])c3n2)ccc1OCC#N	4%	12%	-15%	-21%	i
32	Cc1cccc(-c2noc(-c3cccnc3NCc3ccccc3Cl)n2)c1	x	-6%	-10%	39%	i
33	O=C(N/C=N/OCc1cccc(C(F)(F)F)c1)N1OC[C@@H]2COc3ccc4ccccc4c3[C@@H]21	17%	-3%	-1%	-13%	i
34	CCCOc1ccc(C(CC(=O)O)NC(=O)CC(c2ccccc2)c2ccccc2)cc1 (stereo not given)	-7%	1%	2%	4%	i
35	COc1ccc(C#Cc2c(-c3ccccc3)n(C)c3ccccc23)cc1	9%	u	u	-5%	i
36	COc1cccc(CNC(=O)CSc2c3c(nc4cc(Cl)ccc24)CCCC3)c1	x	u	-20%	x	x

cpd	Nrf2 inh	HepG2 viability	Nrf2 ARE act	IL2 activator
25	u	-37%	-0.5%	4.6
26	1%	2%	0.2%	-2.4
27	-1%	7%	0.5%	0.6
28	15%	8%	-0.4%	-1.5
29	6%	-25%	-0.2%	3.3
30	x	x	-0.2%	-1.2
31	-14%	3%	40%	-2.6
32	u	1%	-0.2%	x
33	-12%	7%	3.0%	-2.2
34	-13%	-2%	-0.3%	1.5
35	u	-6%	5.0%	-0.1
36	-29%	-45%	19%	x

# Some entries already given, limited to TGFb SMAD3 inh, A549 tox and HepG2 viability.
entry | canonical_smiles | TGFb SMAD3 inh | A549 tox | HepG2 viability
21 | CCOc1ccc(C2=CC(=O)C[C@H](c3ccc(OC)cc3)C2)cc1 | -5% | 3% | -22%
32 | Cc1cccc(-c2noc(-c3cccnc3NCc3ccccc3Cl)n2)c1 | -6% | -10% | 1%
13 | CCN(CC(=O)Nc1ccccc1C(F)(F)F)C(=O)c1cc(S(=O)(=O)N(C)C)ccc1N1CCCC1 | 22% | -6% | 14%
7 | N#CCOC(=O)[C@H](Cc1c[nH]c2ccccc12)NS(=O)(=O)c1ccc(Cl)cc1 | u | -3% | -104%
17 | COc1ccc(-c2onc(C)c2C)cc1S(=O)(=O)NCC1CCN(Cc2cc(C)ccc2C)CC1 | u | -9% | 16µM*

# The listing continues:
cpd	Compound	EPAC2 agonist	TGFb SMAD3 inh	A549 tox	ATXN2 expr inh	S2 tox
37	CCOC(=O)[C@@H]1[C@H]2COc3cc(OC)ccc3[C@@H]2N2C(=O)N(c3ccccc3)C(=O)[C@]12C	6%	2%	11%	8%	i
38	CCOc1ccc2oc(C(=O)OCC(=O)NC(=O)NC)c(C)c2c1	-3%	0%	2%	3%	i
39	CCOc1cc(C(=O)Nc2ccc(N3CCOCC3)cc2)cc(Br)c1OC	-9%	1%	-17%	-23%	i
40	O=C(NCCC1CCCCN1S(=O)(=O)c1ccc(Cl)cc1)C(=O)NCc1ccncc1 (stereo not given)	6%	u	2%	-22%	i
41	CCc1ccc(C2CC(c3ccccc3)n3ncnc3N2)cc1 (stereo not given)	-2%	-6%	5%	-9%	i
42	CCOc1ccc(CC(=O)Nc2sc(Cc3ccccc3)c(C)c2C(N)=O)cc1OCC	-17%	13%	-9%	-11%	i
43	COc1ccc(-c2noc(N3CCC(C(=O)N(C)c4ccccc4C)CC3)n2)cc1	6%	-9%	-19%	-21%	u

cpd	Nrf2 inh	HepG2 viability	Nrf2 ARE act	IL2 activator
37	-11%	-14%	0.2%	-2.5
38	-1%	8%	0.1%	0.0
39	-16%	3%	1.5%	-0.3
40	21µM*	-17%	0.0%	-4.7
41	-23%	-28%	3.0%	-0.8
42	-17%	-2%	7.6%	-3.4
43	u	-17%	-0.8%	-0.2
